From PubChem BioAssay
PV pol inh: poliovirus RdRp elongation inhibitors, primary screen, biochemical, fluorescence polarization, total intensity; Genome polyprotein (Poliovirus type 1 (strain Mahoney)), P03300; poliovirus polymerase elongation; hits give low values; % elongation, % (compound at 16.7 µg/mL); 150,000 compounds, 0.66% hits; AID 588519, 2011; in the data active means % elongation below about 90%; further: some results filed as inactive read as strong as hits
Target sequence (P03300 1749-2209 limits assumed): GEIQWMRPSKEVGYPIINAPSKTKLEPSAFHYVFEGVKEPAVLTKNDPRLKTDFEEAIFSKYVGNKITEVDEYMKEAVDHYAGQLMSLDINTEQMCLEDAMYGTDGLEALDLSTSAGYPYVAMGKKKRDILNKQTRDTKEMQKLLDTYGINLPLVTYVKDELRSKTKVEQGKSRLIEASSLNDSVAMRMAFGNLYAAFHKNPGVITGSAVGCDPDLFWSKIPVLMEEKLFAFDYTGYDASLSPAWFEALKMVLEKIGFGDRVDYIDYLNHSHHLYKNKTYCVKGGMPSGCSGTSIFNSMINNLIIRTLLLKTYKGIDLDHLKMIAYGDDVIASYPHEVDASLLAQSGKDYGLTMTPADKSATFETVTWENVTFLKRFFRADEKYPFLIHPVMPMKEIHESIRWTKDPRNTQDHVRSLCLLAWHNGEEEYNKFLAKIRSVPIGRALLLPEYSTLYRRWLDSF
PV pol inh FP z-score: second read-out of PV pol inh, no call of its own (marks repeat the call); z-score; measured here: FP z-score; hits read low
An asterisk follows results filed as active; & = joins results of further samples. An excerpt; rates above refer to the full screens.

SMILES | PV pol inh | PV pol inh FP z-score
COc1ccc(-c2c(C)nn3c(N4CCN(c5ccccc5F)CC4)cc(C)nc23)cc1OC | 103 | -0.6
CC1=C/C(=N\Nc2ccnc3cc(Cl)ccc23)CC1 | 104 | 0.1
Cc1ccn2c(Nc3ccc4c(c3)OCCO4)c(-c3ccc(C)o3)nc2c1 | 108 | 0.6
Cc1ccc(NC(=O)Nc2sc(=S)n(C)c2C)cc1 | 102 | 0
Cc1coc2c(C)c3oc(=O)c(CCC(=O)N4CCCCC4)c(C)c3cc12 | 104 | -1.1
CC(=O)Nc1ccc(NC(=O)Cn2nc(C(=O)Nc3ccc(C)cc3)ccc2=O)cc1 | 109 | 0.5
S=C(NCc1ccco1)N1CCN(c2cccc(Cl)c2)CC1 | 101 | 0.3
C=CCn1c(COc2ccc(CC)cc2)nnc1SCc1nc2sc(C)c(C)c2c(=O)[nH]1 | 106 | 0.6
COc1cccc(NC(CNS(=O)(=O)c2ccc(C)cc2)c2ccccc2)c1 (stereo not given) | 110 | 0.6
CCn1c(=O)cc(SCC(=O)NCc2ccc(C)cc2)c2ccccc21 | 112 | 1.5
CCOc1ccc(Nc2ncnc3c2nc2n3CCCCC2)cc1 | 115 | 2
O=C(CN1CCN(c2ccccc2)CC1)NC1CC1 | 99 | -1.5
CSc1ccc(CCNC(=O)CN2C(=O)c3cccnc3Oc3ccc(Cl)cc32)cc1 | 111 | 1.1
Cc1cc(C(F)(F)F)nn1CC(=O)N(C)c1ccccc1 | 103 | 0.2
Cc1ccccc1NC(=O)Cn1c(=O)n(CCc2ccccc2)c(=O)c2sc3ccccc3c21 | 100 | -1.3
COC(=O)c1cc(NC(=O)CN(c2ccccc2)S(=O)(=O)N(C)C)ccc1Cl | 108 | 0.5
CN1C(=O)C(Cc2ccccc2)(c2ccccc2)c2ccccc21 (stereo not given) | 105 | 0.1
CN(C)C1NC(=O)c2cc(-c3ccccc3)sc2N1 (stereo not given) | 102 | -0.2
Cc1cccc(NC(=O)C(F)(F)F)c1C | 99 | 0
CCOC(=O)c1c(C)oc2nc(C)nc(NCc3ccc(OC)cc3OC)c12 | 107 | 0
COc1cccc(C(c2nnnn2CCC(C)C)N2CCN(Cc3ccccc3)CC2)c1OC (stereo not given) | 107 | 1.6
COc1cc(C2c3c(-c4ccc(C)cc4)n[nH]c3C(=O)N2c2ccc(F)cc2)ccc1O (stereo not given) | 109 | -0.3
CCc1nnc(NC(=O)CSc2nccn2-c2ccc(OC)cc2)s1 | 107 | -0.1
COC(=O)c1nc2ccccc2n1Cc1ccc(C)cc1 | 99 | -1.2
O=C(NCc1cccnc1)c1cccc(NC(=O)N2CCCCc3ccccc32)c1 | 101 | 0.2
CCC(=O)N1c2ccccc2NC2=C(C(=O)CC(c3ccco3)C2)C1c1ccco1 (stereo not given) | 102 | 0.1
O=C(Cc1ccc(-c2ccccc2)cc1)OCC(=O)N1CCCC1 | 109 | 0.7
COC(=O)c1cc(COC(=O)c2ccc3ncsc3c2)oc1C | 100 | 0.4
CN(C)CCN1C(c2ccccc2)=CC(=C2C(=O)N(C)C(=O)N(C)C2=O)C2=C1CCCC2 | 105 | 1
O=C(Cc1cccc([N+](=O)[O-])c1)NCc1nc2cccnc2n1Cc1ccc(F)cc1 | 97 | -2.3
COc1ccc2c(CCl)cc(=O)oc2c1 | 99 | -0.4
O=C(O)C1=CC2c3ccccc3C1c1ccccc12 | 106 | 0.4
CCN1C[C@]2(C)CC[C@H](O)C34C5C[C@H]6C(O)C5[C@](O)(C[C@@H]6OC)C(CC32)[C@@H]14 (stereo not given in full) | 100 | 0
CCOc1ccc(NC(=O)Cn2c(C(=O)OC)ccc2-c2ccco2)cc1 | 102 | 0.1
Cc1ccc(Oc2ncccc2NC(=O)Nc2ccccc2)c2c1CCC2 | 107 | 0.3
CCc1ccc(C(=O)c2cncc(Br)c2)cc1 | 99 | -0.9

Rewritten tab-delimited: 18 of the compounds above.
Molecule	PV pol inh	PV pol inh FP z-score
COC(=O)c1cc(NC(=O)CN(c2ccccc2)S(=O)(=O)N(C)C)ccc1Cl	108	0.5
CN1C(=O)C(Cc2ccccc2)(c2ccccc2)c2ccccc21 (stereo not given)	105	0.1
CN(C)C1NC(=O)c2cc(-c3ccccc3)sc2N1 (stereo not given)	102	-0.2
Cc1cccc(NC(=O)C(F)(F)F)c1C	99	0
CCOC(=O)c1c(C)oc2nc(C)nc(NCc3ccc(OC)cc3OC)c12	107	0
COc1cccc(C(c2nnnn2CCC(C)C)N2CCN(Cc3ccccc3)CC2)c1OC (stereo not given)	107	1.6
COc1cc(C2c3c(-c4ccc(C)cc4)n[nH]c3C(=O)N2c2ccc(F)cc2)ccc1O (stereo not given)	109	-0.3
CCc1nnc(NC(=O)CSc2nccn2-c2ccc(OC)cc2)s1	107	-0.1
COC(=O)c1nc2ccccc2n1Cc1ccc(C)cc1	99	-1.2
O=C(NCc1cccnc1)c1cccc(NC(=O)N2CCCCc3ccccc32)c1	101	0.2
CCC(=O)N1c2ccccc2NC2=C(C(=O)CC(c3ccco3)C2)C1c1ccco1 (stereo not given)	102	0.1
O=C(Cc1ccc(-c2ccccc2)cc1)OCC(=O)N1CCCC1	109	0.7
COC(=O)c1cc(COC(=O)c2ccc3ncsc3c2)oc1C	100	0.4
CN(C)CCN1C(c2ccccc2)=CC(=C2C(=O)N(C)C(=O)N(C)C2=O)C2=C1CCCC2	105	1
O=C(Cc1cccc([N+](=O)[O-])c1)NCc1nc2cccnc2n1Cc1ccc(F)cc1	97	-2.3
COc1ccc2c(CCl)cc(=O)oc2c1	99	-0.4
O=C(O)C1=CC2c3ccccc3C1c1ccccc12	106	0.4
CCN1C[C@]2(C)CC[C@H](O)C34C5C[C@H]6C(O)C5[C@](O)(C[C@@H]6OC)C(CC32)[C@@H]14 (stereo not given in full)	100	0

(list continues)
SMILES | PV pol inh | PV pol inh FP z-score
CCN(CC)CC1CCCNC1 (stereo not given) | 102 | 0.2
O=C1C2=C(Nc3ccccc3S(=O)(=O)C2c2ccc(Cl)cc2)c2ccccc21 (stereo not given) | 107 | 0.8
CSc1ccccc1-c1nc(-c2ccccc2)no1 | 100 | -0.9
O=C(c1ccc(Cl)nc1)N1CCN(C(c2ccccc2)c2ccccc2)CC1 | 106 | 0.5
CC(C)=NNc1ccc2nnc(-c3ccccc3)n2n1 | 102 | 0.6
Cc1c(C(=O)N2CCCCC2)c(S(=O)(=O)N2CCC(C)CC2)c(C)n1C | 102 | 0.5
CC(=O)c1ccc(N2CCN(C(=O)CCCn3c(=O)[nH]c4ccsc4c3=O)CC2)cc1 | 108 | 0.8
O=C(c1cc2sccc2n1Cc1ccccc1)N1CCCCC1 | 101 | 0
CCC(=O)N1CCc2cc(CNS(=O)(=O)c3ccc(Br)s3)ccc21 | 111 | 1
C=C(C)Cn1c(SCC(=O)N/N=C/c2ccc(OC)cc2)nc2ccccc2c1=O | 101 | -0.1
CC(Sc1nc(-c2ccccc2)cc(C(F)(F)F)n1)C(=O)NCc1ccccc1 (stereo not given) | 102 | 0.1
Cc1cnc(=O)[nH]c1SCc1ccc(Cl)cc1 | 102 | -0.2
Sc1c(C=Nc2ccc(Br)cc2)sc2ccccc12 | 101 | -0.4
CCCCc1nc(-c2ccc(OCC)c(OC)c2)no1 | 79 | -9
O=C(NN=C1CCCC1)c1ccccc1NS(=O)(=O)c1cccs1 | 98 | -0.6
COc1ccc(-n2c(O)c(/C=N/c3ncn[nH]3)c3ccccc3c2=O)cc1OC | 97 | -1
C=CCSC1=N/C(=C\C=C\c2ccco2)C(=O)S1 | 105 | 1
O=C(/C=C/c1ccc2ccccc2n1)NCC(F)(F)F | 124 | 2.9
CCOC(=O)N1CCN(c2ccc(Cl)c(Cl)c2)CC1 | 101 | 0.1
CCn1c(=O)cc(OCC(=O)Nc2ccccc2Cl)c2ccccc21 | 102 | -0.1
COc1ccc(Br)cc1CNC(=O)C1CCN(c2nnc(-n3cccc3CNc3ccc(C)cc3)s2)CC1 | 106 | -1.3
O=C(Nc1ccc2ncccc2c1)c1ccccc1 | 101 | 0.1
COc1cccc2c1Oc1ncccc1N(C(=O)CCC(=O)NCc1ccccc1Cl)C2 | 108 | -0.1
CCC(=O)N1CCc2cc(S(=O)(=O)NC(Cc3ccccc3)C(=O)NCc3ccc(F)cc3)ccc21 (stereo not given) | 107 | 0.5

Compound profiles, from the list above. Order of screens: PV pol inh	PV pol inh FP z-score
`CCC(=O)N1CCc2cc(S(=O)(=O)NC(Cc3ccccc3)C(=O)NCc3ccc(F)cc3)ccc21` (stereo not given) in the list: 107	0.5
`O=C(/C=C/c1ccc2ccccc2n1)NCC(F)(F)F` in the list: 124	2.9

Continued.
SMILES | PV pol inh | PV pol inh FP z-score
CS(=O)(=O)N1C(=O)CCC1=O | 100 | -0.3
CCc1nc2ccc(C(=O)N3CC(C)CC(C)C3)cc2nc1CC (stereo not given) | 101 | 0.1
Cc1[nH]c2ccccc2c1/C=N/n1c(-c2cc3ccccc3o2)csc1=NC1CC1 | 106 | 0.3
COC(=O)c1sccc1S(=O)(=O)N(CC(=O)NCc1ccc(C)cc1)c1ccccc1 | 104 | -0.4
O=C(NCCc1ccccc1)c1cnc2sccn2c1=O | 100 | -0.3
C/C=N/N(c1ccccc1)c1ccccc1 | 105 | 1.2
CCN1C(=O)N(C)C2C1N(C)C(=O)N2CC (stereo not given) | 103 | 0.4
O=S1(=O)C=CC(Nc2ccccc2Cl)C1 (stereo not given) | 99 | -1.4
COc1ccc(CC(=O)NCc2ccc3c(c2)CCN3C(=O)c2cccc(C)c2)cc1 | 106 | -0.2
CCOC(=O)c1c(C)[nH]c(C)c1C(=O)COC(=O)C1CC(=O)N(CCc2ccccc2)C1 (stereo not given) | 95 | -0.7
O=C(COC(=O)Cc1ccsc1)NCC1CCCCC1 | 101 | -0.1
CC1Cc2ccccc2N1C(=O)c1cc2sccc2n1Cc1ccc(F)cc1 (stereo not given) | 102 | 0
O=C(CN1CCCN(Cc2ccc(Cl)cc2)S1(=O)=O)Nc1ccccc1F | 105 | -0.1
COc1ccccc1CNS(=O)(=O)c1ccc2c(c1)CC(=O)N2C | 111 | 1
O=C(O)CN(CC(=O)O)Cc1cc2c(-c3ccccc3C(=O)O)c3cc(CN(CC(=O)O)CC(=O)O)c(=O)cc-3oc2cc1O | 65 | -7.7
CCc1ccc(NC(=O)C2CCN(c3nn4cc(-c5ccc(OC)cc5)nc4s3)CC2)cc1 | 108 | 0.2
CC(C)(C)C(=O)CSc1ccc(Br)cc1 | 101 | 0
FC(F)(F)c1ccccc1CN1CCN(CC2CC3C=CC2C3)CC1 (stereo not given) | 48* | -5.2*
Cc1ccc(CCNC(=O)Cn2nc(C)c3c(C)n(-c4ccc(C)cc4)nc3c2=O)cc1 | 114 | 1.1
Cc1ccc(/C(O)=C2/C(=O)C(=O)N(CCCN3CCOCC3)C23C(=O)N(C)c2ccccc23)cc1F (stereo not given) | 103 | 0.3
CN1CCN(C(=O)c2cc(N3CCCCC3)ccc2N)CC1 | 102 | 0
C=C1C(c2ccc(C)cc2)=CCc2cc(C)cc(C)c21 | 102&101 | 0.3&0.2
Cc1cc(C)nc(N/C(=N/S(=O)(=O)c2ccccc2)Nc2ccccc2)n1 | 102 | 0.1
O=C(COC(=O)COc1ccccc1)Nc1cccc2ccccc12 | 101 | 0.1
O=C(NCC1COc2ccccc2O1)c1ccc2c(c1)OCO2 (stereo not given) | 101 | 0.1
Cc1sc2ncnc(N3CCN(c4cccc(C(F)(F)F)c4)CC3)c2c1C | 97 | -0.3
c1ccc(-c2nc3ccccc3o2)c(-c2nc3ccccc3o2)c1 | 100 | -0.3
COc1cc(C(=O)Nc2ccc3nc(N4CCN(c5ncccn5)CC4)cc(C)c3c2)cc(OC)c1OC | 101 | 0.2
Clc1ccc(Nc2nc(Nc3cccc(Cl)c3)nc(N3CCOCC3)n2)cc1 | 104 | 0.2
COc1ccc2oc(=O)c(-c3nnc(-c4ccc(C)cc4)o3)cc2c1 | 98 | -0.7
COc1ccc(CN(C(=O)c2cc3ccccc3oc2=O)C2CCS(=O)(=O)C2)cc1 (stereo not given) | 107 | 0.4
COc1ccc(C)cc1NC(=O)c1cc(C2CC2)[nH]n1 | 103 | 0.4
CCOC(=O)c1c(C)oc2c1C1=NC(CC)CN1C=N2 (stereo not given) | 101 | 0.3
CC1CCN(S(=O)(=O)c2ccc3c(c2)N(CC(=O)NCCCN2CCCC(C)C2)C(=O)CS3)CC1 (stereo not given) | 112 | 0.5
Cc1ccc(-n2ncc3c(=O)[nH]c(SCC(=O)Nc4ccc5c(c4)OCO5)nc32)cc1C | 102 | 0.4
O=C(NCc1cccs1)c1cnn2cc(Br)cnc12 | 103 | 0.5
CCO/C=C1/C(=O)N(C)C(=O)c2ccccc21 | 17 | -6.8
CCN(CC)S(=O)(=O)c1cccc(-c2nn(CN(CCC#N)Cc3cccnc3)c(=S)n2CC(C)C)c1 | 104 | 0.1
CC(C)Oc1ccc(-c2nc3c(C#N)c[nH]n3c2NC2CCCCC2)cc1 | 110 | 0.5
Cc1ccc(-c2ccc(=O)n(CC(=O)Nc3cccc(C#N)c3)n2)cc1 | 107 | 0.4
Cc1ccc2c(NC(=O)C(C)(C)C)cccc2n1 | 103 | 0.4
CN(C)c1ccc(/C=C2\N=C(c3ccc(Br)o3)OC2=O)cc1 | 76 | -7.7
CNC(=O)c1c(NC(=O)CC2SC(=O)NC2=O)sc2c1CCCC2 (stereo not given) | 102 | 0.1
COc1ccc2nc3sc(C(=O)N(C)c4ccc(Cl)cc4)cc3cc2c1 | 102 | 0
Cc1cnc(C(=O)OCc2csc(-c3ccccc3)n2)cn1 | 110 | 0.4
CCOc1ccc(NC(=O)CN2CCN(Cc3ccccc3)S2(=O)=O)cc1 | 106 | -0.1
N#CCCN(Cc1ccccc1)C(=O)Nc1ccccc1 | 103 | 0.1
O=c1c(NCCC2=CCCCC2)nccn1-c1ccccc1 | 104 | 1.3
Cc1ccc(S(=O)(=O)CC(=O)N2CCCC2)cc1 | 104 | 0.8
O=C(COC(=O)c1cc(-c2ccccc2)nc2ccccc12)NCc1ccco1 | 105 | 0.5
CCN1/C(=C2/SC(=S)N(N)C2=O)Sc2ccccc21 | 104 | 0.6
C=Cc1ccc(CSc2nc(-c3ccccc3Cl)nc3c2Cc2c(CO)cnc(C)c2O3)cc1 | 108 | 0.2
Cc1ccc(CNC(=O)CN2C(=O)COc3cc(S(=O)(=O)N4CCC(C)CC4)ccc32)cc1 | 102 | -0.1
